# KCNH2 3.1 inh = blocks the human KCNH2 3.1 channel isoform; 0.95% of 340,000 active; U2OS KCNH2 3.1, thallium flux FluxOr; hits give low values; activity change, % (tested at about 1.8 µM);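 active means maximum activity change below -70%; inconclusive means maximum activity change from -70% to -50%; inactive means maximum activity change above -50%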;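 further: thallium influx rate constant from kinetic fluorescence after stimulation buffer; on the % scale 0 is the no-effect control and ±100 the full control effect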
#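 Steps: virus added to U2OS suspension (4 h, RT, dark); medium with 10% FBS added, cells plated, 37 C overnight; FluxOr/Red40 loading buffer 45 min RT; stimulation buffer, 2 min kinetic read; rate constant normalized.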
# FBPA coupling cs = counter-screen for Giardia aldolase inhibitors: coupling enzyme system; coupling enzyme system counterscreen, AmpLite Red fluorescence; activity change, negative = inhibition, % at 58.2 µM, hits read low; 0.67% of 290,000 active; AID 2472; in the data active means activity change below about -30%; further: on the % scale 0 is the no-effect control and ±100 the full control effect
#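 Final compound at 57.5 uM, incubated 10 min at RT with coupling enzyme reagent (glyceraldehyde-3-phosphate), then 20 min with substrate and AmpLite Red detection. Fluorescence read at 525/598 nm; tests interference with the coupling assay, not aldolase inhibition.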
# Tb PFK inh = inhibitors of T. brucei phosphofructokinase. AID 485367. 0.17% of 330,000 active. T. brucei PFK, ADP-Glo luminescence. Potency, µM (series often up to 57.5 µM), without a hit: at the highest dose activity, negative = inhibition, most hits filed as inhibitors;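 further: potency means the concentration at half of the fitted maximal effect; 0% = uninhibited 1x PFK enzyme wells and -100% = no-enzyme wells; nearly all actives have a fitted effect of over 60% in size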
# Target sequence (O15648 whole entry, looked up): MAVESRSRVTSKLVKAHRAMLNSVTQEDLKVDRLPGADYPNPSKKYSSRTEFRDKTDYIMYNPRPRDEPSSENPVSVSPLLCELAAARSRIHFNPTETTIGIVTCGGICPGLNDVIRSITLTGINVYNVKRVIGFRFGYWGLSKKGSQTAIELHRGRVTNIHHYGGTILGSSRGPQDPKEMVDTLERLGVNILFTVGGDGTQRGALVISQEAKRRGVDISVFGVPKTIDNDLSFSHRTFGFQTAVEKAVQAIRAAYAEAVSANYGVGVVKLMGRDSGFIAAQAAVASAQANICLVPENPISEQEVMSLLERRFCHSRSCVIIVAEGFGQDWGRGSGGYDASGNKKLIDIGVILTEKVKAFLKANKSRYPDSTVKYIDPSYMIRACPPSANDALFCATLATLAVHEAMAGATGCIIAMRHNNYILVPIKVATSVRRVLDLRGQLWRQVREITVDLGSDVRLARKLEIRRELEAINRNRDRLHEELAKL
#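 ADP-Glo luminescence quantified ADP after 45 min at room temperature, with 1.25 nM T. brucei PFK, 0.1 mM ATP and 0.5 mM fructose-6-phosphate in pH 8.0 TEA buffer. qHTS titrations up to 57 µM; curves classified by quality.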
# ELG1 genotoxic = induces genotoxicity in HEK293T cells with luciferase-tagged ELG1 | 1.3% of 330,000 active | Potency, µM (series often up to 46 µM), for inactives: at the highest dose activity change, positive = activation, most hits filed as activators | HEK293T ELG1-luciferase reporter, luminescence, 16 h; further: potency means the concentration at half of the fitted maximal effect; % of control where 0% means no effect; nearly all actives have a fitted effect of over 60% in size
#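 Luminescence read-out: rising ELG1-luciferase signal, reflecting elevated ELG1 protein under genetic stress, flags genotoxic compounds. Cells were treated for 16 hr at 37 °C before ONE-Glo detection.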
# Giardia kill = kills Giardia lamblia; Giardia lamblia trophozoite viability; activity change, % at 7.66 µM, hits read low; 0.15% of 340,000 active; AID 540267; in the data active means activity change below about -80%; inconclusive means between about -30% and that limit;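 further: parasites exposed to compound for two days anaerobically before the ATP read; on the % scale 0 is the no-effect control and ±100 the full control effect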
#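 Each well holds 100 Giardia trophozoites and compound. After two days (48 hrs) at 37 deg C in anaerobic conditions, ATP is quantified by luminescence.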
# RORgamma inh = ROR gamma (mouse) transcription inhibition | P51450 | Drosophila S2 Gal4-RORgamma UAS-luciferase reporter, 20 h | Potency, µM (doses to about 53.6 µM), for inactives: at the highest dose activity change, negative = inhibition, most hits filed as inhibitors | 5.4% of 310,000 active; further: potency means the concentration at half of the fitted maximal effect; on the % scale 0 is the no-effect control and ±100 the full control effect; nearly all actives have a fitted effect of over 60% in size
#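 ROR gamma transcriptional activity was tracked as Gal4-UAS luciferase output in stably transfected Drosophila Schneider cells, with compound added 1 hr before 700 uM copper sulfate induction and a 20 hr ambient-temperature incubation.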
# NPC1 promoter act = activates the NPC1 promoter | Huh7 NPC1 promoter luciferase reporter, 24 h | Potency, µM (top dose mostly 9.22 µM), without a hit: at the top dose activation, usual class: activators | 2.4% of 320,000 active | AID 485313;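 further: potency means the concentration at half of the fitted maximal effect; % of control where 0% means no effect; nearly all actives have a fitted effect of over 60% in size; reporter is driven by a mutant NPC1 promoter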
#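 Huh7 reporter cells (NPC1 promoter driving luciferase) are dosed with compound for 24 h at 37 °C, 5% CO2; luciferase detection reagent is then added and luminescence measured after 10 min at ambient temperature.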
# Rab9 prom act = activates the Rab9 promoter; 2.8% of 320,000 active; AID 485297; Potency, µM (top dose mostly 9.22 µM), for the others: at the highest dose activation, negative = inhibition, actives largely listed as activators; Huh7 Rab9 promoter-luciferase reporter, luminescence, 24 h; further: potency means the concentration at half of the fitted maximal effect; % of control where 0% means no effect; nearly all actives have a fitted effect of over 60% in size
#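 Luciferase signal after 10 min detection reagent at ambient indicates Rab9 promoter upregulation; stably transfected Huh7 cells were treated 24 h with compound in DMSO at 37 °C, 5% CO2.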
# Gal4-VP16 FLuc = inhibits Gal4-VP16 luciferase reporter, ROR gamma counter-screen | Potency, µM (top dose mostly 53.6 µM), without a hit: at the highest dose activity, negative = inhibition, hits mostly inhibitors | Drosophila S2 Gal4-VP16 UAS-luciferase, luminescence, 20 h | 3.5% of 310,000 active;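 further: Gal4-VP16 expression switched on by copper sulfate through the metallothionein promoter; potency means the concentration at half of the fitted maximal effect; on the % scale 0 is the no-effect control and ±100 the full control effect; nearly all actives have a fitted effect of over 50% in size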
# uPA surface inh = blocks generation of uPA at the cell surface. cell surface uPA generation assay, qHTS. Potency, µM (doses to about 38.3 µM), for inactives: at the highest dose activity change, negative = inhibition, most hits filed as inhibitors. 0.31% of 330,000 active; active means well fitted inhibition curve with a large enough effect; inconclusive means small, poorly fitted or top-dose-only effect; inactive means no such curve, though single readings can be large or run the other way; tested in mouse RAW 264.7 cells; further: potency means the concentration at half of the fitted maximal effect; on the % scale 0 is the no-effect control and ±100 the full control effect; nearly all actives have a fitted effect of over 55% in size
# FLuc counter = inhibits or activates purified firefly luciferase, miR-21 counter-screen. P08659. purified FLuc, Km substrates, luminescence inhibition. Potency, µM (top dose mostly 57.5 µM), without a hit: top-dose activity change, negative = inhibition, hits mostly inhibitors. 6.9% of 360,000 active;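 further: potency means the concentration at half of the fitted maximal effect; plate controls were vehicle for no effect and reference inhibitor for full effect; nearly all actives have a fitted effect of over 55% in size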
# Target sequence (P08659 whole entry, looked up): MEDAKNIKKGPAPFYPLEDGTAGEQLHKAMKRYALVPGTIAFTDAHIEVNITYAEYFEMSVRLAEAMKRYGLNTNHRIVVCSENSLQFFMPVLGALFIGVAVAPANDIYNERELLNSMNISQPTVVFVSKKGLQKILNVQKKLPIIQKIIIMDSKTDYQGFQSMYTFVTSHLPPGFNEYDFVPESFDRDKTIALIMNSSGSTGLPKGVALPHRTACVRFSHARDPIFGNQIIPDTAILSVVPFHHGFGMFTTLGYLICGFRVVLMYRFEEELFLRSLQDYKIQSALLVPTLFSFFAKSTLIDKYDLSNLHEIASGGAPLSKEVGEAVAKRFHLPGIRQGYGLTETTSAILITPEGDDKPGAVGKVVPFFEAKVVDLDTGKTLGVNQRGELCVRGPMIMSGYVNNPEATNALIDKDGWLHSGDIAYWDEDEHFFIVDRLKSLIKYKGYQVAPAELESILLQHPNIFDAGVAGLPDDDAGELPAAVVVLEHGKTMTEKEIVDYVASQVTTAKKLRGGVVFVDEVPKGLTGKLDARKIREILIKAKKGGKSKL
#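 Purified P. pyralis luciferase, 10 nM final, with Km-level 10 uM D-luciferin and 10 uM ATP in 50 mM Tris acetate pH 7.5, 10 mM Mg acetate, 0.01% Tween-20, 0.05% BSA; 6-point qHTS titration about 60 µM downward; luminescence read.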
# * marks the source's active call; other numbers are inactive results; ? = inconclusive; . = no result given; & = joins results of further samples; [ ] = remark or other dose. Unless noted, the call rests on the fitted dose curve; in most records, active means well fitted curve in the direction sought with a large enough effect; inconclusive means small, poorly fitted or top-dose-only effect, or another doubt; inactive means no such curve, though single readings can be large; an effect the other way counts as inactive or inconclusive.
SMILES,KCNH2 3.1 inh,FBPA coupling cs,Tb PFK inh,ELG1 genotoxic,Giardia kill,RORgamma inh,NPC1 promoter act,Rab9 prom act,Gal4-VP16 FLuc,uPA surface inh,FLuc counter
CCOc1ccc(N2CC(C(=O)Nc3c(C)n(C)n(-c4ccccc4)c3=O)CC2=O)cc1 (centres undefined),-10,2,2%,-1%,8,1%,-5%,-5%,2%,5%,-1%
CCOc1cc(C(=O)N2CCN(C/C=C/c3ccccc3)CC2)cc(OCC)c1OCC,8,2,3%,-11%,7,-1%,-1%,-2%,15%,-4%,-1%
CC(C)C(C(=O)Nc1ccc(N2CCOCC2)cc1)N1C(=O)c2ccccc2C1=O (centres undefined),-11,2,7%,1%,0,0%,-3%,-7%,-5%,7%,0%
Cc1ccc(C)c(CNc2ccc(S(=O)(=O)N3CCCCC3)cc2)c1,-100*,.,0%,0%,13,.,-13%,-20%,.,2.5µM*,3%
Cc1ccc(NC(=O)CCS(=O)(=O)c2cc3c(cc2Cl)NC(=O)CO3)cc1,-15,.,9%,0%,-5,-9%,0%,-1%,8%,4%,-1%
CC(=O)/C(N=Nc1cccc(C(F)(F)F)c1)=C(\C)O,11,-2,-1%,-4%,-5,-4%,4%,-1%,-16%,-2%,-4%
CCn1nc(C(C)C(=O)O)c2ccccc2c1=O (centres undefined),-14,-1,-3%,0%,42[activator],0%,-1%,0%,-17%,1%,-14%
CC1CN(C(=O)Cc2ccc(-c3ccccc3)cc2)CC(C)O1 (centres undefined),0,0,2%,-5%,6,6%,-4%,2%,-9%,.,-1%
CC1(C)Cc2c(sc(NC(=O)C3CC(Cl)=CCC3C(=O)O)c2C#N)CO1 (centres undefined),5,14,-15%,-2%,-15,6%,2%,-8%,-8%,5%,-6%
O=C(/C=C/c1ccc(Cl)cc1)NC(=S)Nc1ccc(NC(=O)c2ccco2)cc1,?,-4,-9%,2%,-12,4.5µM*,-24%,-20%,7.1µM*,-16%,3%
Cn1nnnc1SCCNC(=O)C1CCC(=O)N(CCc2cccc(F)c2)C1 (centres undefined),-1,1,1%,3%,-2,11%,-2%,1%,15%,-2%,1%
COc1ccc(C=O)cc1CN1CCCN(Cc2ccccc2F)S1(=O)=O,-1,1,0%,-1%,10,12%,-6%,-1%,-6%,-4%,0%

# Four of the compounds above, field by field.
molecule: CC1CN(C(=O)Cc2ccc(-c3ccccc3)cc2)CC(C)O1 (centres undefined)
- KCNH2 3.1 inh: 0
- FBPA coupling cs: 0
- Tb PFK inh: 2%
- ELG1 genotoxic: -5%
- Giardia kill: 6
- RORgamma inh: 6%
- NPC1 promoter act: -4%
- Rab9 prom act: 2%
- Gal4-VP16 FLuc: -9%
- uPA surface inh: .
- FLuc counter: -1%
molecule: CC(C)C(C(=O)Nc1ccc(N2CCOCC2)cc1)N1C(=O)c2ccccc2C1=O (centres undefined)
- KCNH2 3.1 inh: -11
- FBPA coupling cs: 2
- Tb PFK inh: 7%
- ELG1 genotoxic: 1%
- Giardia kill: 0
- RORgamma inh: 0%
- NPC1 promoter act: -3%
- Rab9 prom act: -7%
- Gal4-VP16 FLuc: -5%
- uPA surface inh: 7%
- FLuc counter: 0%
molecule: CC(=O)/C(N=Nc1cccc(C(F)(F)F)c1)=C(\C)O
- KCNH2 3.1 inh: 11
- FBPA coupling cs: -2
- Tb PFK inh: -1%
- ELG1 genotoxic: -4%
- Giardia kill: -5
- RORgamma inh: -4%
- NPC1 promoter act: 4%
- Rab9 prom act: -1%
- Gal4-VP16 FLuc: -16%
- uPA surface inh: -2%
- FLuc counter: -4%
molecule: Cc1ccc(C)c(CNc2ccc(S(=O)(=O)N3CCCCC3)cc2)c1
- KCNH2 3.1 inh: -100*
- FBPA coupling cs: .
- Tb PFK inh: 0%
- ELG1 genotoxic: 0%
- Giardia kill: 13
- RORgamma inh: .
- NPC1 promoter act: -13%
- Rab9 prom act: -20%
- Gal4-VP16 FLuc: .
- uPA surface inh: 2.5µM*
- FLuc counter: 3%

# Later entries.
SMILES,KCNH2 3.1 inh,FBPA coupling cs,Tb PFK inh,ELG1 genotoxic,Giardia kill,RORgamma inh,NPC1 promoter act,Rab9 prom act,Gal4-VP16 FLuc,uPA surface inh,FLuc counter
NCC(=O)c1cccc2ccc[n+]([O-])c12,-1,-6,-1%,0%,-5,7%,6%,9%,0%,-3%,4%
COc1ccc(OC)c(NC(=O)CCN2CCN(CCO)CC2)c1,23,0,0%,0%,0,-21%,1%,-1%,-5%,19%,-2%
COc1cc(NC(=O)CCn2c(=S)oc3ccccc32)cc(OC)c1OC,5,2,-5%,?,9,17%,-2%,0%,-2%,1%,0%
COc1ccc(CCN2C(=O)CC(NNC(=O)c3ccccc3Br)C2=O)cc1OC (centres undefined),7,-2,-4%,-3%,1,-2%,-2%,-3%,1%,0%,3%
C[C@]12CC[C@@H]3c4ccc(O)cc4CC[C@H]3[C@@H]1CCC2=O,-5,1,-7%,8%,1,-7%,-2%[46.1 µM],-6%[46.1 µM],-21%,?,-12%
Cc1c(CN(C)C(=O)/C=C/c2ccc([N+](=O)[O-])cc2)cnn1C,16,0,0%,4%,-1,32%,1%,-2%,18%,-3%,2%
O=c1cnnc(N/N=C/c2cccs2)[nH]1,-23,-2,0%,-4%,-15,-26%,3%,0%,-5%,22%,-3%
O=C(CN1CCN(c2nc(-c3ccc(F)cc3)cs2)CC1)Nc1ccc2c(c1)OCO2,-124*,3,-2%,-2%,2,24%,-2%,-6%,7%,0%,-11%
CN1CCN(CC(O)c2ccccc2)CC1 (centres undefined),.,2,1%,0%,.,-34%,2%,3%,-6%,.,5%
CCCN(C(=O)CCNC(=O)Cn1cnc2ccccc2c1=O)c1cccc(C)c1,-8,1,1%,-5%,5,?,-1%,-2%,14%,2%,0%&-3%
O=C(Cn1cnc2c(nnn2Cc2ccc(Cl)cc2)c1=O)NCc1ccco1,-2,1,-6%,1%,15,6%,-2%,14%,-6%,?,-10%
NC(=O)CS(=O)(=O)c1nc2ccccc2n1CC(=O)N1CCCCC1,1,1,-10%,2%,-11,-18%,0%,-4%,-2%,0%,-2%
O=C(O)c1ccc(-c2nc3ccccc3[nH]2)cc1,1,0,-4%,2%,21,-7%[10 µM],-2%,-11%,-1%,1%,15µM*
COC(=O)c1ccc(Sc2ccc(F)cc2)c(N)c1,0,1,-6%,?,-16,32%,1%,1%,6%,.,21µM*
COc1ccc(C(=O)NCCc2cn3ccc(C)cc3n2)cc1,6,-3,-2%,12%,16,-39%,-1%,1%,-8%,?,-2%
CC1Oc2ccccc2N(CC(=O)NCCc2ccccc2)C1=O (centres undefined),-10,5,-5%,3%,5,7%,10%,-1%,-6%,6%,-2%
CCCn1cc(SCC(=O)NC2CCCC2)c2ccccc21,-3,5,-3%,-3%,-1,22%,7%,12%,0%,10%,-6%
COc1ccc(C(=O)/C(C)=N/O)cc1OC,16,3,1%,6%,13,-23%,2%,-3%,0%,-5%,0%
CC(=O)N1N=C(c2cccs2)CC1c1cc2cc(C)ccc2nc1Cl (centres undefined),4,3,11%,1%,-4,25%,0%,-3%,0%,-7%,-2%
CC(OC(=O)c1ccc(Cl)c([N+](=O)[O-])c1)C(=O)N1CCN(Cc2ccccc2)CC1 (centres undefined),11,.,1%,0%,-3,.,-4%,-5%,.,?,-1%
Cc1ccccc1CSc1nnc(NC(=O)Cc2cccs2)s1,-2,1,?,-1%,0,?,-2%,0%,-10%,-7%,-6%
Cc1oc2ccc(OCc3c(F)cccc3Cl)cc2c1C(=O)O,2,-13,0%,-1%,5,0%,-6%,-4%,-4%,7%,-18%
CC(c1ccco1)N(C(=O)CSc1ccc(Br)cc1)c1ccccn1 (centres undefined),-18,1,1%,-13%,5,27%,1%,-5%,3%,1%,-1%
CCCCCn1c(SCC(=O)OC)nc2c1c(=O)[nH]c(=O)n2C,5,-1,2%,8%,-26,-9%,2%,0%,-5%,4%,10%

# Molecules above that have a nitro group on carbon:
SMILES,KCNH2 3.1 inh,FBPA coupling cs,Tb PFK inh,ELG1 genotoxic,Giardia kill,RORgamma inh,NPC1 promoter act,Rab9 prom act,Gal4-VP16 FLuc,uPA surface inh,FLuc counter
Cc1c(CN(C)C(=O)/C=C/c2ccc([N+](=O)[O-])cc2)cnn1C,16,0,0%,4%,-1,32%,1%,-2%,18%,-3%,2%
CC(OC(=O)c1ccc(Cl)c([N+](=O)[O-])c1)C(=O)N1CCN(Cc2ccccc2)CC1 (centres undefined),11,.,1%,0%,-3,.,-4%,-5%,.,?,-1%

# Bioassay records from PubChem.
